Bim-Bcl-2 – inhibitors of Bim-Bcl-2 binding, primary screen, biochemical, multiplexed, human Bcl-2 family; Apoptosis regulator Bcl-2 (Homo sapiens), P10415; Bead-based flow cytometry, Bim peptide-Bcl-2 binding; hit rate 0.06% among 190,000; inhibition, % at 10 µM; in the data active = inhibition above about 40%; inconclusive = no clear call, values can overlap the other calls;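 note: 0% = no compound wells with probe peptide and 100% = reference peptide inhibitor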
Target sequence (P10415 whole entry, looked up): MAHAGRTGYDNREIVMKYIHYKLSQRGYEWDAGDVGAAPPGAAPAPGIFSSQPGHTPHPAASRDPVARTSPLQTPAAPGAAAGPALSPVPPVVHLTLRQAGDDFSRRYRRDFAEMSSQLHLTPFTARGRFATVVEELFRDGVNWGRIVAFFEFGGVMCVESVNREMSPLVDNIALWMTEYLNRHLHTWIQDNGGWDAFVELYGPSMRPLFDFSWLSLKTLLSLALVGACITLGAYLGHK
Bim-Mcl-1 – inhibitors of Bim peptide binding to Mcl-1, primary screen, biochemical, bead-based flow cytometry, multiplex; Bim peptide-Mcl-1 binding; hit rate 0.1% among 190,000; AID 1009, 2008; inhibition, % at 10 µM;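 note: 0% = no compound tracer wells and 100% = peptide blocker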
Bcl-B Bim block – inhibitors of Bim-Bcl-B binding, primary screen, biochemical, multiplexed, human Bcl-2 family; Bcl-2-like protein 10 (Homo sapiens), Q9HD36; bead-based flow cytometry, Bim peptide-Bcl-B binding; inhibition, % at 10 µM; hit rate 0.073% among 190,000; AID 951, 2007;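 note: 0% = tracer peptide without compound and 100% = reference inhibitor peptide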
Target sequence (Q9HD36 whole entry, looked up): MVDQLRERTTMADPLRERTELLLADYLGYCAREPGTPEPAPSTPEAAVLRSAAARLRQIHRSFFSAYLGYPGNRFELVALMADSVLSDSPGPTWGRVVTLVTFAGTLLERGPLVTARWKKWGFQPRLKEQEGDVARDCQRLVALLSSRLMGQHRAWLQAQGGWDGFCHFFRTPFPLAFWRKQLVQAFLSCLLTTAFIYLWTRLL
Mcl1 Bid PPI – Mcl-1/Bid binding inhibitors, primary screen, biochemical, TR-FRET, 1536-well | TR-FRET Mcl-1/Bid-Dy647 peptide binding | inhibition, % at 21.7 µM | hit rate 0.97% among 220,000 | AID 1021, 2008;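 active = compounds that cut the binding signal by more than half at the single screening dose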;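 note: His-tagged Mcl-1 with europium anti-His antibody binding Bid BH3 peptide; 0% = Mcl-1 plus peptide wells and 100% = peptide-only wells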
Mcl1 Noxa PPI – Mcl-1/Noxa binding inhibitors, primary screen, biochemical, TR-FRET, 1536-well | Induced myeloid leukemia cell differentiation protein Mcl-1 (Homo sapiens), Q07820 | TR-FRET Mcl-1/Noxa peptide binding, 2 h | inhibition, % at 21.7 µM | hit rate 1.5% among 220,000;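 active = compounds that cut the protein-peptide binding signal by more than 50% relative to plate controls in a single-dose test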;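 note: His-tagged Mcl-1 with rhodamine Noxa BH3 peptide and terbium anti-His antibody; 0% = Mcl-1 plus Noxa peptide wells and 100% = peptide-only wells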
Bfl-1 Bim block – inhibitors of Bim binding to Bfl-1, primary screen, biochemical, multiplexed, bead-based flow cytometry; Bcl-2-related protein A1 (Homo sapiens), Q16548; Bim-Bfl-1 binding inhibition; inhibition, % at 10 µM; hit rate 0.12% among 190,000; AID 1008, 2008;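 note: 0% = wells without compound plus tracer and 100% = blocker peptide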
Bcl-XL Bim block – inhibitors of Bim-Bcl-XL binding, primary screen, biochemical, multiplexed, bead flow cytometry, human Bcl-XL. inhibition, % at 10 µM. AID 1007, 2008. Bcl-2-like protein 1 (Homo sapiens), Q07817. Bim peptide-Bcl-XL binding, fluorescence. hit rate 0.04% among 190,000
Target sequence (Q07817 whole entry, looked up): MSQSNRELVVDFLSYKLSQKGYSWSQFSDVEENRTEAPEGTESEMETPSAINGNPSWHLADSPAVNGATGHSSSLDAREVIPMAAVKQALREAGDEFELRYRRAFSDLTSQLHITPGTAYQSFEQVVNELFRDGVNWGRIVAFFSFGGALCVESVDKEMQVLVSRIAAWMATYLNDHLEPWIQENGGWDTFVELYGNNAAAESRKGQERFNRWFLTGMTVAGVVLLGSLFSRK
RGS4-Gao reg – modulators of RGS4 binding to Galphao, primary screen, biochemical, multiplexed bead flow cytometry | Guanine nucleotide-binding protein G(o) subunit alpha (Homo sapiens), P09471 | actives lie on both sides | binding response (% of control), % at 10 µM | hit rate 0.33% among 220,000 | AID 1415, 2008; in the data active = binding response below about 49% or above about 150%; inactive = in between;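 note: fluorescent Galphao activated with aluminum fluoride binding bead-coupled RGS4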
Target sequence (P09471 whole entry, looked up): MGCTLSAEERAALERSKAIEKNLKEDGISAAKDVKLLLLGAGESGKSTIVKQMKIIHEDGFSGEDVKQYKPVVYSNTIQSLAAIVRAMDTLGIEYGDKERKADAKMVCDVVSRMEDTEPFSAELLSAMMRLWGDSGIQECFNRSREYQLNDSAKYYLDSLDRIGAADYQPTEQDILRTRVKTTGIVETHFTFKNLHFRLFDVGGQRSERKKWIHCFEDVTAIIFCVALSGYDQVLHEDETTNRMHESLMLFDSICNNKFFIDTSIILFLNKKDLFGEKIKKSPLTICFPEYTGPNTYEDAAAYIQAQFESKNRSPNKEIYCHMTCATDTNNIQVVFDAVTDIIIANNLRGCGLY
RGS8-Gao – RGS8-Galphao binding modulators, primary screen, biochemical, multiplexed bead flow cytometry | actives lie on both sides | response (percent of control binding), % at 10 µM | hit rate 0.34% among 220,000 | AID 1423, 2008; in the data active = response below about 60% or above about 140%; inactive = in between;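 note: Galphao activated as the GDP aluminium fluoride complex binding bead-coupled RGS8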
RGS7-Gao – RGS7-Galphao binding modulators, primary screen, biochemical, multiplexed bead flow cytometry; Guanine nucleotide-binding protein G(o) subunit alpha (Homo sapiens), P09471; actives lie on both sides; binding response (% of control), % at 10 µM; hit rate 0.35% among 220,000; in the data active = binding response below about 49% or above about 150%; inconclusive = no clear call, values can overlap the other calls; inactive = in between;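 note: fluorescent Galphao held in activated GDP-AlF4 state binding bead-coupled RGS7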
Bim-Bcl-W – inhibitors of Bim binding to Bcl-W, primary screen, biochemical, multiplexed, bead-based flow cytometry. Bim peptide-Bcl-W binding. AID 952, 2007. hit rate 0.02% among 190,000. inhibition, % at 10 µM. Bcl-2-like protein 2 (Homo sapiens), Q92843;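 note: 0% = bound tracer without compound and 100% = peptide blocker; higher means less fluorescent Bim peptide bound to Bcl-W beads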
Starred values were filed as active, the others as inactive; ? = inconclusive; . = not tested or not shown. Cut-off read from the data, not from the text of the source, unless noted: active = inhibition above about 40%.

SMILES	Bim-Bcl-2	Bim-Mcl-1	Bcl-B Bim block	Mcl1 Bid PPI	Mcl1 Noxa PPI	Bfl-1 Bim block	Bcl-XL Bim block	RGS4-Gao reg	RGS8-Gao	RGS7-Gao	Bim-Bcl-W
C/C(=N\OCC(=O)Nn1c(=O)[nH]c2ccccc2c1=O)c1ccccc1	-3.0	1.0	0.0	-29.8	3.5	-1.0	-4.0	102.7	102.6	99.0	0.0
CCOC(=O)c1c(C)nc2ccc(C)cn12	0.0	1.0	-2.0	-30.5	10.9	0.0	3.0	95.9	81.2	90.9	4.0
Cn1c(SCC(=O)N/N=C/c2ccccn2)nnc1-c1ccccc1	.	.	.	-18.9	4.1	.	.	93.5	96.3	?	.
CSc1nc(NC(C)(C)C)nc(N2CCOCC2)n1	-1.0	3.0	-13.0	-16.4	10.4	4.0	1.0	108.5	101.5	104.7	3.0
CCCN1CCC(=NNC(=O)CSc2cc(C)c(Br)cc2C)CC1	-5.0	0.0	-5.0	-8.3	18.0	-11.0	-4.0	99.2	99.2	100.7	-2.0
c1csc(C2=Nn3c(nnc3-c3ccncc3)SC2)c1	26.0	2.0	29.0	7.8	13.9	17.0	1.0	85.3	95.1	95.3	2.0
CC(C)(C)c1cc(CCC(=O)N2CCNCC2)c(C(C)(C)C)cc1O	-10.0	-2.0	-9.0	-5.4	12.1	-11.0	-3.0	101.6	100.7	104.6	0.0
O=c1c2cn[nH]c2nc(SCc2ccccc2F)n1-c1ccc(Br)cc1	-3.0	-2.0	-6.0	-34.4	-38.8	-3.0	-6.0	113.8	108.8	103.2	-4.0
Cc1ccc(-c2nnc(N3CCCCC3)c3ccccc23)cc1	.	.	.	-19.4	12.4	.	.	99.5	99.8	?	.
O=C1c2ccccc2NC(c2ccccc2)N1NS(=O)(=O)c1ccccc1 (centres undefined)	-1.0	-2.0	-3.0	3.5	18.9	0.0	0.0	100.7	101.5	96.1	2.0
C/C(=N\O)c1ccc2[nH]ccc2c1	-3.0	0.0	-2.0	-22.6	10.7	-2.0	-2.0	99.4	99.2	98.6	-3.0
O=C(Cn1nnc(-c2ccc(S(=O)(=O)N3CCCC3)cc2)n1)NCC1CCCO1 (centres undefined)	-3.0	1.0	-1.0	-20.9	-2.8	-6.0	-6.0	102.5	99.2	102.4	3.0
CCOC(=O)c1[nH]c2ccccc2c1NC(=O)C(CC)CC	-9.0	-1.0	-9.0	-12.0	-6.5	-14.0	-7.0	104.5	102.0	106.0	0.0
Cc1cc(C)c(O)c(-c2cc(C(=O)Nc3ccc(S(=O)(=O)N4CCOCC4)cc3)[nH]n2)c1	-9.0	0.0	-6.0	-5.6	10.3	-9.0	-3.0	105.2	105.7	105.4	5.0
CC(C)N(Cc1nc(-c2ccc(Cl)cc2)no1)Cc1nccn1C	2.0	1.0	-1.0	-35.9	6.8	-3.0	0.0	98.3	98.4	100.7	2.0
CC(=O)c1c(C)[nH]c(C2=NNC(=NC(C)(C)C)SC2)c1C	-2.0	-1.0	-4.0	-19.2	31.2	-3.0	-2.0	102.2	103.4	103.5	-2.0
COc1ccc(CCN2C(=O)CC(C(N)=O)SC2=Nc2ccccc2)cc1OC (centres undefined)	-4.0	19.0	-6.0	-12.1	6.2	-6.0	2.0	103.2	100.2	102.0	2.0
C/C(=N\NC(=O)c1c(Br)cnn1C)c1ccc(NC(=O)c2ccc(F)cc2)cc1	-1.0	-1.0	-4.0	7.0	11.8	-5.0	0.0	88.5	92.1	85.7	-2.0
CC1=C(C#N)CCC(=O)N1Cc1c(F)cccc1Cl	-3.0	-1.0	-4.0	-8.3	4.2	-5.0	-5.0	100.2	104.8	103.9	-4.0
S=C(N/N=C/c1ccc(Cl)c(Cl)c1)Nc1ccccc1Cl	-1.0	0.0	-1.0	-55.7	14.3	-4.0	-2.0	99.5	98.6	96.1	0.0
CC(=O)/C(N=Nc1ccc(SC(F)F)cc1)=C(\C)O	-5.0	-5.0	-6.0	-2.4	11.1	-7.0	-1.0	100.7	101.1	102.7	-4.0
Cc1cc(=O)n(CC=C(Cl)Cl)c2ccccc12	0.0	3.0	1.0	-12.6	-5.4	2.0	0.0	107.3	101.5	101.9	0.0
Cc1cc(Cl)c(S(=O)(=O)N2CCCC2)cc1OCC(N)=O	-1.0	0.0	-4.0	-3.5	-15.5	-6.0	-1.0	102.2	103.1	99.7	-1.0
Cc1ccc(SCc2nc(N)nc(Nc3ccccc3C)n2)cc1C	-5.0	-9.0	-11.0	-20.3	15.6	-2.0	-10.0	101.4	98.1	99.6	-6.0
C=CCNC(=S)/N=c1/ccccn1CC	.	.	.	-55.1	4.8	.	.	101.5	100.2	?	.

Reformatted: 2 of the compounds above
structure,Bim-Bcl-2,Bim-Mcl-1,Bcl-B Bim block,Mcl1 Bid PPI,Mcl1 Noxa PPI,Bfl-1 Bim block,Bcl-XL Bim block,RGS4-Gao reg,RGS8-Gao,RGS7-Gao,Bim-Bcl-W
C/C(=N\O)c1ccc2[nH]ccc2c1,-3.0,0.0,-2.0,-22.6,10.7,-2.0,-2.0,99.4,99.2,98.6,-3.0
O=C(Cn1nnc(-c2ccc(S(=O)(=O)N3CCCC3)cc2)n1)NCC1CCCO1 (centres undefined),-3.0,1.0,-1.0,-20.9,-2.8,-6.0,-6.0,102.5,99.2,102.4,3.0

Following part:
SMILES	Bim-Bcl-2	Bim-Mcl-1	Bcl-B Bim block	Mcl1 Bid PPI	Mcl1 Noxa PPI	Bfl-1 Bim block	Bcl-XL Bim block	RGS4-Gao reg	RGS8-Gao	RGS7-Gao	Bim-Bcl-W
Cc1ccc(NC(=O)COC(=O)[C@@H]2CCCN2C(=O)c2cccs2)cc1S(=O)(=O)N(C)C	.	.	.	-69.5	0.6	.	.	110.2	106.3	?	.
COc1cc(Cl)c(C)cc1NC(=O)CSc1ccc(C)cc1	-1.0	-4.0	-36.0	1.6	5.4	7.0	-7.0	98.5	96.8	94.8	-5.0
O=C(NCCN1CCCCC1)c1c(O)c2ccccc2[nH]c1=O	-1.0	0.0	-1.0	10.9	-12.7	-4.0	-2.0	98.0	101.2	97.9	0.0
CNC(=O)/C(C#N)=C/c1c(F)cccc1Cl	-3.0	-4.0	-3.0	-38.0	0.4	-3.0	-5.0	97.7	98.7	96.7	-2.0
CC1(C)Cc2c(c(-c3ccco3)nc3sc4c(NCCN5CCOCC5)ncnc4c23)CO1	-8.0	-2.0	-1.0	-6.1	63.1*	-17.0	-3.0	100.9	111.2	98.6	-1.0
Cc1ccc(C(=O)C(C(=O)/C=C/c2ccccc2)=C2SCCCS2)cc1	-1.0	58.0*	-6.0	2.6	2.1	0.0	-3.0	96.5	100.3	93.7	-3.0
CCOc1ccc(N2C(=O)CC(N3CCC(O)(c4ccc(Br)cc4)CC3)C2=O)cc1 (centres undefined)	-8.0	0.0	-3.0	-20.6	6.3	-15.0	-21.0	93.9	97.3	100.3	5.0
O=c1[nH]c(SCc2ccc(F)cc2Cl)nc2ccccc12	-1.0	3.0	0.0	-24.6	-2.5	-4.0	-2.0	100.5	101.0	101.5	2.0
O=C(c1cccc(Cl)c1)N1CCC(=O)N(C(COCc2ccccc2)Cc2ccccc2)CC1 (centres undefined)	0.0	-1.0	-4.0	4.3	-0.5	0.0	-1.0	98.8	100.1	99.8	-2.0
COc1cc(CNC(C)C)c(Br)cc1OC1CCCC1	-7.0	-4.0	-8.0	-24.7	13.3	-9.0	-3.0	97.1	97.4	?	-1.0
Cc1noc(C)c1COc1cccc(C(=O)N2CCc3ccccc32)c1	-4.0	0.0	0.0	-10.2	19.1	0.0	-2.0	95.4	98.0	94.4	-4.0
O=C(Nc1ccccc1C(=O)N1CCNCC1)c1ccco1	0.0	-2.0	-4.0	-5.3	11.2	-1.0	-4.0	102.6	102.6	102.5	-3.0
Nc1ccc(S(=O)(=O)Nc2ccccn2)cc1	-1.0	-2.0	-1.0	-8.8	2.4	0.0	-3.0	103.7	103.2	104.3	-2.0
COc1ccc(OC)c(S(=O)(=O)NCC2CCCO2)c1 (centres undefined)	-13.0	0.0	-7.0	1.9	-1.0	-19.0	-5.0	95.5	100.6	97.9	0.0
O=C(CCNc1cccc(F)c1)c1cccc([N+](=O)[O-])c1	3.0	0.0	-3.0	-43.3	7.3	0.0	0.0	92.1	92.2	89.4	2.0
CC(C)(C)NC(=O)Cn1nnc(-c2ccccc2Cl)n1	0.0	-1.0	0.0	-31.5	-0.9	-4.0	-4.0	85.7	91.2	90.0	-2.0
Cc1ccccc1NS(=O)(=O)c1ccc(NC(=O)c2ccco2)cc1	3.0	3.0	5.0	-8.0	21.9	4.0	10.0	98.8	92.1	97.2	6.0
COc1cccc(CNC(=O)CSc2ccc(-c3ccccn3)nn2)c1	-3.0	1.0	-3.0	-2.1	6.7	-3.0	-3.0	103.9	104.9	100.8	0.0
CC(C)NC(=O)c1ccccc1NC(=O)Cc1ccc(Br)cc1	12.0	8.0	1.0	-31.0	7.5	6.0	5.0	98.6	101.9	?	6.0
O=C(NC1CCCCCCC1)C1CCCN(S(=O)(=O)c2cnc[nH]2)C1 (centres undefined)	-2.0	0.0	-1.0	-5.4	24.9	-8.0	-3.0	95.9	101.3	107.7	5.0
CCN(CC)CCCNc1nc(CN2CCOCC2)nc2sc3c(c12)CCC3	-3.0	-2.0	3.0	-3.2	4.9	2.0	4.0	102.6	100.4	104.1	6.0
COc1cccc(CNc2ccc3c(c2)ncn3C(C)C)c1OC	6.0	7.0	2.0	-25.2	18.6	7.0	7.0	91.4	94.0	92.1	5.0
COc1ccccc1CCNC(=O)c1nc(-c2cccs2)no1	-3.0	0.0	-3.0	2.6	-8.3	-4.0	0.0	93.4	97.2	89.5	-2.0
Clc1ccc(-n2ncc3c(NCc4ccccn4)ncnc32)cc1	-6.0	-3.0	-2.0	12.6	26.8	-5.0	-3.0	98.0	101.2	96.5	0.0
COc1ccc(C(C)=O)cc1CSc1nc2ccccc2c(=O)n1-c1ccccc1C	-7.0	-2.0	-8.0	41.0	-4.1	-11.0	-5.0	86.6	94.4	89.7	-3.0
Nc1ccc(O)c(-c2nc3ccccc3s2)c1	-2.0	-3.0	-3.0	-64.6	71.4*	-3.0	-5.0	99.9	100.8	99.7	-2.0
C/C(=N\O)C1/C(=N/O)CC2C1C2(C)C (centres undefined)	2.0	0.0	1.0	-11.9	20.9	-1.0	0.0	100.4	99.6	102.5	0.0
COc1ccc(C)cc1N(C(=O)COc1cccc(F)c1)c1nc2ccccc2s1	-3.0	-2.0	-11.0	-26.0	11.3	-10.0	-6.0	91.0	96.1	90.4	-4.0
COCCCn1c(SCC(=O)O)nc2cc(OC)c(OC)cc2c1=N	0.0	4.0	3.0	-7.5	12.6	-3.0	1.0	98.9	95.9	103.2	0.0

Source: PubChem BioAssay (several laboratories)
